IMP-1 inh = blocks Pseudomonas aeruginosa IMP-1 metallo-beta-lactamase; purified IMP-1, nitrocefin hydrolysis, epi-absorbance fluorescence; inhibition, % at 5.6 µM; 290,000 compounds, 0.45% hits; AID 1556;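 active = inhibition above the mean plus 3 SD of all compounds in the same screening run, cut at about 4.5% in these data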;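 note: 0% = IMP-1 with DMSO and 100% = DMSO wells lacking enzyme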
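System: purified IMP-1 / Input: IMP-1 dispensed at 0.2 nM / Medium: 50 mM HEPES pH 7.1, 50 µM ZnSO4, 0.05% Brij 35 / Timing: 15 min enzyme–compound preincubation, then 25 min nitrocefin reaction, 25 °C / Technique: plate fluorescence quenching by hydrolysis product, ex 480/em 530 nm / Repeats: singlicate testing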
PfM18AAP inh = PfM18AAP enzyme inhibition | recombinant PfM18AAP, H-Glu-NHMec fluorogenic cleavage | inhibition, % at 7.35 µM | 290,000 compounds, 1.2% hits | AID 1822;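 active = inhibition above the campaign mean inhibition over all tested compounds plus 3 SD, cut at about 28% in these data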;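 note: 0% = plate median of test compound wells and 100% = 2 mM ZnCl2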
VIM-2 inhibitor = blocks Pseudomonas aeruginosa VIM-2 metallo-beta-lactamase; AID 1527; purified VIM-2, nitrocefin hydrolysis, epi-absorbance fluorescence; 290,000 compounds, 0.89% hits; inhibition, % at 5.6 µM;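 active = inhibition above the mean of all tested compounds plus 3 SD, cutoff set per screening run, cut at about 7.5% in these data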;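 note: red hydrolysis product quenches plate fluorescence so inhibitors raise well fluorescence; 0% = enzyme with DMSO and 100% = DMSO without enzyme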
PHOSPHO1 inh = inhibitors of human PHOSPHO1 phosphatase; recombinant PHOSPHO1, absorbance phosphatase assay; inhibition, % at 13.3 µM; 290,000 compounds, 1.1% hits; AID 1565; in the data active = inhibition above about 60%
Target sequence (Q8TCT1 whole entry, looked up): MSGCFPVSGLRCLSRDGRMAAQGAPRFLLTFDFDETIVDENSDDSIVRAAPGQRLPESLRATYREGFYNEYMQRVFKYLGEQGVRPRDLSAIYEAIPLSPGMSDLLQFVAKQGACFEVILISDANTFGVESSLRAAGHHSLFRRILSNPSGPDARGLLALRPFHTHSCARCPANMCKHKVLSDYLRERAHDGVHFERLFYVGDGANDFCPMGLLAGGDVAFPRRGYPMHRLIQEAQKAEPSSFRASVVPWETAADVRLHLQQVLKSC
NALP1 yeast inh = inhibitors of NALP1 inflammasome in yeast. S. cerevisiae NALP1/ASC/caspase-1 growth, X-gal OD620, 72 h. inhibition, % at 10 µM. 280,000 compounds, 0.61% hits. AID 2071; in the data active = inhibition mostly above about 24%, no sharp cut-off; inactive = mostly below about 32%; note: some compounds called inactive have numbers as strong as hits
GPR7 antag = blocks human GPR7 receptor signaling | 290,000 compounds, 1.1% hits | inhibition, % at 4.4 µM | GPR7-expressing cells, fluorescence antagonist assay | P48145; in the data active = inhibition above about 16%, passing the limit was not always enough;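 note: cells stimulated with the agonist NPW; 0% = agonist with vehicle and 100% = vehicle without agonist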
Target sequence (P48145 whole entry, looked up): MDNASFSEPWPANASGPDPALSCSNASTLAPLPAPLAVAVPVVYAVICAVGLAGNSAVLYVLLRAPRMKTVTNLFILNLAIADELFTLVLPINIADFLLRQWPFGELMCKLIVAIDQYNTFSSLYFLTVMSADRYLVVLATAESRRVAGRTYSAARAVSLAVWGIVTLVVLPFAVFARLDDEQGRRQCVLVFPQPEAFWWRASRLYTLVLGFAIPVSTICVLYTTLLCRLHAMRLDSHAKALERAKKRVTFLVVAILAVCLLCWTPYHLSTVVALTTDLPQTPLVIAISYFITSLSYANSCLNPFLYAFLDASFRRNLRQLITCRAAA
p-CIP stab down = lowers stability of the mouse p/CIP coactivator protein; AID 1984; 290,000 compounds, 0.01% hits; Q05BA5; decrease of EGFP signal, % at 10 µM; F442A p/CIP-EGFP cells, EGFP fluorescence, 16 h;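 active = EGFP signal decrease of at least 30% at 10 µM or well 3 SD below plate mean, unless failing retest; inactive = the rest, including hits failing retest or dose response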; note: some compounds called inactive have numbers as strong as hits; many of its hits are not listed in these tables
IDE inh = cellular human IDE inhibition; inhibition, % at 5.59 µM; AID 434962; 320,000 compounds, 0.41% hits; HEK cells, FAbetaB cleavage, fluorescence polarization;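 active = percent inhibition above the average of all tested compounds plus 3 SD, set per screening campaign, cut at about 16% in these data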;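 note: IDE supplied by intact live HEK cells; FP after avidin binding of uncleaved biotin substrate so inhibition keeps polarization high; 0% = DMSO wells and 100% = 60 µM reference IDE inhibitor Ii1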
IDE cell activ = IDE (human) activation, cell-based | 340,000 compounds, 0.073% hits | HEK cells, FAbeta-B cleavage, fluorescence polarization; 0% vehicle, 100% cell-free pure enzyme wells | AID 493087 | P14735 | activation, % at 5.96 µM;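 active = activation above the mean of all tested compounds plus 3 SD, set per screening campaign, cut at about 17% in these data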
* hit, by the source's call; / = not tested or not shown.

item	SMILES	IMP-1 inh	PfM18AAP inh	VIM-2 inhibitor	PHOSPHO1 inh	NALP1 yeast inh	GPR7 antag	p-CIP stab down	IDE inh	IDE cell activ
1	CCNC(=O)CC1C(=O)N(c2ccc(F)cc2)C(=S)N1CCc1ccncc1 (stereo unspecified)	-0.6	2.0	-0.8	32.5	-8.7	-15.4	14.3	-3.0	5.3
2	COCCNS(=O)(=O)c1cc(Br)ccc1OC	-3.9	7.1	-5.0	0.2	-2.4	-4.0	-9.5	-1.5	4.8
3	CC1CCN(C(c2ccc(N(C)C)cc2)c2nnnn2C(C)(C)C)CC1 (stereo unspecified)	0.1	6.7	1.6	-57.1	6.5	-5.3	-4.0	3.9	-2.5
4	O=C(COC(=O)C1CC(=O)N(Cc2ccccc2)C1)Nc1ccccc1F (stereo unspecified)	-0.5	3.4	1.9	31.7	-7.4	-9.7	-3.7	0.1	-1.0
5	Cn1nnnc1SCC(=O)NCc1cc([N+](=O)[O-])ccc1O	-2.3	-3.9	-2.9	4.2	9.5	1.9	1.9	-2.0	3.0
6	Cc1c(Cl)cnc(NC(=O)COC(=O)c2ccc(S(=O)(=O)NCc3ccco3)cc2)c1Cl	-1.9	15.0	1.2	-11.7	34.3	-9.4	-3.2	3.9	-1.6
7	Cc1ccc2nc(-c3ccc(NC(=O)c4ccco4)cc3)[nH]c2c1	-4.6	0.9	-4.2	21.1	29.4	-12.2	-1.4	16.8*	-24.2
8	CCCOc1ccc(N2CC(C(=O)NC(C)C)CC2=O)cc1 (stereo unspecified)	-0.7	1.9	-5.3	3.6	-6.1	-3.8	-13.2	2.1	0.3
9	O=C1Nc2cccnc2N(C(=O)CCl)c2ccccc21	-2.4	0.0	-0.4	46.3	17.0	-1.6	-0.4	-6.4	-1.0
10	COC(C(=O)Nc1cccc(F)c1)c1ccccc1 (stereo unspecified)	-3.8	2.1	-1.6	-17.5	-1.3	-0.7	2.7	2.5	4.6
11	CCOc1ccc(-n2cc(C(=O)Nc3cccc(OC)c3)c3cc(OC)c(OC)cc3c2=O)cc1	-2.5	1.9	-1.9	13.5	4.3	1.7	-17.0	4.5	6.2
12	O=C(O)c1ccccc1C1=Nc2ccc(O)cc2Oc2cc(O)ccc21	-2.0	4.6	2.0	15.6	10.9	17.8	-13.1	5.6	12.8
13	CCCCCCCCCC(=O)NNC(=O)c1c(O)c2ccccc2n(CC)c1=O	-4.1	-0.3	-5.5	26.2	11.0	-4.5	-11.3	-2.2	5.1
14	Cc1ccc(CSCCNC(=O)c2ccc(C)cc2)cc1	-2.0	-14.3	-2.5	61.8*	9.4	-6.6	13.6	3.0	3.4
15	Cc1ccccc1COc1ccc2oc(C)c(C(=O)O)c2c1	-1.6	3.7	-2.1	20.0	1.8	-4.4	-0.3	-2.6	2.6
16	O=C1c2ccccc2C(=O)N1CCc1csc(-c2cccc(F)c2)n1	-3.4	-17.6	-1.9	11.7	/	7.7	-0.6	7.4	1.3
17	COc1ccc(C(=O)Nc2ccc(S(=O)(=O)Nc3onc(C)c3C)cc2)c(OC)c1	-1.1	0.0	-0.3	-16.5	15.1	-3.4	0.5	-1.3	8.9
18	COCCNC(=O)C(c1cccc(OC)c1)N(Cc1cccs1)C(=O)Cn1nnc2ccccc21 (stereo unspecified)	-1.3	-1.3	-3.2	-4.4	-4.5	-1.0	1.9	9.5	2.2
19	CCn1cc2nc(SCC(=O)Nc3ccccc3F)n(Cc3ccccc3)c(=O)c2n1	-3.4	-0.8	-2.1	-14.3	22.6	-6.5	-4.2	-12.8	2.1
20	CCOC(=O)Cn1nc(C)c([N+](=O)[O-])c1C	-3.0	4.5	-4.9	-12.6	0.7	-6.5	12.7	-5.9	1.9

With a hit mark in PHOSPHO1 inh, of those listed so far:
item	SMILES	IMP-1 inh	PfM18AAP inh	VIM-2 inhibitor	PHOSPHO1 inh	NALP1 yeast inh	GPR7 antag	p-CIP stab down	IDE inh	IDE cell activ
14	Cc1ccc(CSCCNC(=O)c2ccc(C)cc2)cc1	-2.0	-14.3	-2.5	61.8*	9.4	-6.6	13.6	3.0	3.4

From no. 18 as far as 20, as listed above:
item	SMILES	IMP-1 inh	PfM18AAP inh	VIM-2 inhibitor	PHOSPHO1 inh	NALP1 yeast inh	GPR7 antag	p-CIP stab down	IDE inh	IDE cell activ
18	COCCNC(=O)C(c1cccc(OC)c1)N(Cc1cccs1)C(=O)Cn1nnc2ccccc21 (stereo unspecified)	-1.3	-1.3	-3.2	-4.4	-4.5	-1.0	1.9	9.5	2.2
19	CCn1cc2nc(SCC(=O)Nc3ccccc3F)n(Cc3ccccc3)c(=O)c2n1	-3.4	-0.8	-2.1	-14.3	22.6	-6.5	-4.2	-12.8	2.1
20	CCOC(=O)Cn1nc(C)c([N+](=O)[O-])c1C	-3.0	4.5	-4.9	-12.6	0.7	-6.5	12.7	-5.9	1.9

Remaining list, next part:
item	SMILES	IMP-1 inh	PfM18AAP inh	VIM-2 inhibitor	PHOSPHO1 inh	NALP1 yeast inh	GPR7 antag	p-CIP stab down	IDE inh	IDE cell activ
21	OCC[C@@H]1C[C@H](O)[C@@H](O)[C@]2(Cc3ccccc3CO2)O1	-1.1	-0.8	-0.6	9.9	9.4	-10.9	3.8	4.5	4.5
22	CC/C(=N\O)C(C)(C)/[N+]([O-])=C/c1ccc(Br)cc1	-3.5	12.7	-2.7	-10.8	18.8	4.1	6.6	1.6	0.5
23	CNC(=O)COc1cccc(C(=O)NCc2ccccc2)c1	-1.8	-3.7	-2.8	-13.9	15.5	0.4	-4.6	2.1	5.5
24	O=C(Nc1ccccc1N1CCOCC1)c1cc(Br)c(Br)s1	-3.9	-0.2	-2.2	11.4	14.6	-22.5	-2.7	5.6	0.0
25	CCCn1cc(CN2CCCC(C(=O)c3cccc(OC(C)C)c3)C2)c(C)n1 (stereo unspecified)	-2.9	3.9	-2.0	-1.8	4.4	0.7	-0.1	5.4	-0.6
26	COc1ccc(C(=O)NCc2ccc3c(c2)cc(C)n3C)cc1OC	-2.3	5.1	0.0	32.0	-4.9	-5.4	-5.9	1.6	-0.8
27	Cc1cc(C(=O)NCCCN2CC(C)CC(C)C2)n(-c2ccccc2)n1 (stereo unspecified)	-1.6	-5.1	-1.6	7.4	29.6	-11.7	9.3	0.8	6.9
28	Cc1ccc(-c2ccc(/C=C(\C#N)C(N)=S)n2C)cc1	2.2	-1.1	2.9	12.1	33.3	-1.1	-23.2	7.4	1.5
29	O=S(=O)(NCC1OCCc2ccccc21)c1ccccc1 (stereo unspecified)	-2.5	-2.2	0.3	-6.0	9.1	-8.2	-2.8	4.5	0.2
30	Cc1cccc(C)c1OCCNC(=O)OCc1ccccc1	-2.8	2.1	-2.4	33.5	8.7	-4.8	-16.0	-0.7	3.4
31	CC(=O)NC(Cc1ccccc1)C(=O)OCC(=O)c1ccc(F)cc1 (stereo unspecified)	-0.8	-12.9	-1.7	-7.5	20.4	-13.6	-0.9	1.9	-0.8
32	COC(=O)CSc1nnc(-c2ccc(NS(=O)(=O)c3ccccc3)cc2)o1	-2.1	-0.3	-0.6	29.8	3.0	-7.7	3.8	1.6	6.2
33	S=C1CCC(c2ccc(Br)cc2)=NN1c1ccccc1	0.1	-6.1	0.1	20.0	9.0	-2.4	2.9	5.3	-7.2
34	CCCOc1ccc(/C=C/C(=O)Nc2ccc([N+](=O)[O-])cc2)cc1	-1.6	-2.9	-1.5	15.9	-10.9	3.7	-7.7	0.5	-8.3
35	COc1ccc(C)cc1NC(=O)c1ccc(S(=O)(=O)N2CCCCC2)cc1	-4.8	-1.0	-1.0	4.1	13.4	-3.3	-11.8	5.4	1.8
36	Cc1csc2nc(CNC(=O)c3ccco3)cn12	-3.8	-3.8	-1.3	-3.4	26.2	-8.0	-8.3	4.2	7.4
37	COc1ccc(-c2[nH]ncc2CN2CCCO2)c(F)c1	-2.7	-4.1	-1.3	36.8	-9.1	-13.3	-2.8	2.3	5.7
38	O=C(Cn1ncc2c(=O)oc3ccccc3c21)N(Cc1ccco1)C1CCCCC1	-2.1	-1.6	-0.4	-19.2	-92.0	10.6	-7.3	-2.7	-1.4
39	CC(=O)Nc1sc(C)c(C)c1C(=O)OC(C)C	-1.7	-1.5	-2.9	-14.5	34.7	-13.7	-10.1	10.4	1.1
40	O=C(c1ccc2oc(Cc3ccc(Cl)cc3)nc2c1)N1CCCCC1CCO (stereo unspecified)	-3.2	-4.9	-1.5	32.2	-6.2	-1.2	0.7	4.0	3.1

Going on with the list:
item	SMILES	IMP-1 inh	PfM18AAP inh	VIM-2 inhibitor	PHOSPHO1 inh	NALP1 yeast inh	GPR7 antag	p-CIP stab down	IDE inh	IDE cell activ
41	Cc1nn(C)cc1C(C(=O)NC1CCCCC1)N(Cc1ccc(F)cc1)C(=O)c1cnccn1 (stereo unspecified)	-3.4	3.0	-3.8	-17.0	18.3	-18.5	-10.5	-3.5	/
42	COc1ccc(CNC(=O)N[C@@H](CC(C)C)C(=O)O)cc1OC	-2.1	-3.5	-0.7	37.1	8.9	-15.8	-1.9	-4.4	-1.6
43	COc1ccc(C(=O)NCCn2cc(SCC(=O)Nc3cc(C)on3)c3ccccc32)cc1OC	-1.6	4.6	-1.9	5.7	1.9	-6.6	0.2	6.3	1.4
44	CCC(=O)Nc1cc(=O)[nH]c2nc(-c3ccc(Cl)cc3)nn12	-1.9	1.6	-2.1	32.2	/	-7.5	-14.3	0.3	5.1
45	COCCCNc1nc2ccccc2nc1NS(=O)(=O)c1ccc(OC)cc1	-3.1	2.7	-2.6	9.3	-10.1	-4.6	-13.6	4.9	1.6
46	Cc1ccc(-c2sc(-c3ccccc3)nc2CC(=O)Nc2ccccc2F)cc1	-1.9	-0.5	-4.6	-3.5	18.4	-9.8	-12.1	3.2	0.5
47	COCCNC(=O)[C@H]1N2C(=O)c3c(ccc(OC)c3OC)C2SC1(C)C (stereo partly specified)	0.3	-12.4	-0.1	23.9	27.7	-2.7	-4.2	-2.7	1.8
48	O=C(Cc1ncc(C(F)(F)F)cc1Cl)N1CCN(c2ccccn2)CC1	-0.6	-3.6	1.4	19.4	17.7	-6.3	8.3	-4.6	4.0

Laid out differently: 2 of the compounds above
Below each SMILES: IMP-1 inh | PfM18AAP inh | VIM-2 inhibitor | PHOSPHO1 inh | NALP1 yeast inh | GPR7 antag | p-CIP stab down | IDE inh | IDE cell activ
#47 COCCNC(=O)[C@H]1N2C(=O)c3c(ccc(OC)c3OC)C2SC1(C)C (stereo partly specified)
 : 0.3 | -12.4 | -0.1 | 23.9 | 27.7 | -2.7 | -4.2 | -2.7 | 1.8
#48 O=C(Cc1ncc(C(F)(F)F)cc1Cl)N1CCN(c2ccccn2)CC1
 : -0.6 | -3.6 | 1.4 | 19.4 | 17.7 | -6.3 | 8.3 | -4.6 | 4.0
